# HSF1 inhib = HSF1 inhibition | AID 2098 | activity change, negative = inhibition, % at 7.5 µM (by protocol) | NIH3T3-HGL HSE-luciferase, MG132-induced, luminescence 8 h; hits give low values | 300,000 compounds, 0.77% hits;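 active = more than half of replicate wells show activity change below -50%, luminescence cut by over half; inconclusive = some wells, but at most half, below -50%; inactive = no replicate well below -50%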;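 also: luciferase reports HSF-1 transcriptional activity via heat shock element; 0% = median of DMSO wells and -100% = zero luminescence signal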
# HSF1 activator = increases HSF-1 driven luciferase reporter signal. activation, % at 9 µM. 300,000 compounds, 1.7% hits. AID 504408. NIH3T3-HGL HSF-1 luciferase reporter, MG132, 8 h; 100% = twice DMSO control signal;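 active = mean replicate activation of at least 50% with a set share of replicates each reaching 50%; inconclusive = only one of those two conditions met; inactive = mean below 50% and too few replicates reaching it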;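 also: 0% = median of the neutral control wells and 100% = twice that signal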
# HSP90 refold inh = HSP90 refolding inhibition in rabbit reticulocyte lysate; luciferase refolding luminescence, 3 h; inhibition, % at 5.6 µM; 290,000 compounds, 0.91% hits; AID 1789;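 active = inhibition above the screen-wide mean plus 3 SD, computed separately per campaign, cut at about 16% in these data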;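 also: 0% = DMSO wells and 100% = 60 µM geldanamycin wells; inhibitors lower the luminescence because luciferase stays unfolded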
# DYRK1A inh = Dyrk1A (rat) kinase inhibition. Q63470. ADP-Glo luminescence, NFATc1 peptide. inhibition, % at 12.5 µM. 310,000 compounds, 0.43% hits. AID 504441; in the data active = inhibition above about 50%;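 also: plate controls were vehicle with enzyme for no effect and no enzyme for full effect; many of its hits are not listed in these tables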
# PolyA inhibitor = blocks polyadenylation in yeast reporter cells | S. cerevisiae SKY197-pL101 polyadenylation reporter, beta-gal luminescence; efflux-impaired pdr1/pdr3 knockout yeast; score 100 = 6 SD above DMSO | calls only at 12 µM | 300,000 compounds, 0.02% hits | AID 1875;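 active = lowest replicate activity score at least 50, where 100 means six control SD above control mean; inconclusive = lowest score under 50 but half or more replicates reach 50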;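 also: yeast exposed to compound for 9 h at 30 °C; higher score means more reporter readthrough which indicates perturbed polyadenylation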
# AI-2 QS modul = modulates the Vibrio harveyi AI-2 quorum sensing system | Vibrio harveyi JMH597 AI-2 luminescence/OD600 ratio, 9 h; hits give low values; strain lacks LuxN and CqsS sensors; 0 = neutral-control median | activity change, % at 7.5 µM | 300,000 compounds, 0.4% hits; in the data active = activity change below about -75%, passing the limit was not always enough; inconclusive = no clear call, values can overlap the other calls;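 also: luminescence divided by OD600 gain over 9 h not by final OD600 alone; inactives centre near 13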
# HDAC3 inhib = inhibitors of human histone deacetylase 3. O15379. recombinant HDAC3, fluorogenic peptide/trypsin coupled, fluorescence. inhibition, % at 8.3 µM. 320,000 compounds, 0.15% hits. AID 2718; in the data active = inhibition above about 26%, passing the limit was not always enough; inconclusive = no clear call, values can overlap the other calls
# GSK3beta inhib = blocks human GSK3beta kinase activity; activity score (negative = inhibition), % at 10 µM; GST-GSK3beta kinase, ADP-Glo luminescence, 60 min; hits give low values; 300,000 compounds, 0.038% hits;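 active = more than half of replicate wells score below -50%, meaning over 50% inhibition versus plate controls; inconclusive = some replicates but at most half score below -50%; inactive = no replicate scores below -50%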;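 also: 0% = median DMSO wells and -100% = median GW8510 positive control wells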
# Target sequence (P49841 whole entry, looked up): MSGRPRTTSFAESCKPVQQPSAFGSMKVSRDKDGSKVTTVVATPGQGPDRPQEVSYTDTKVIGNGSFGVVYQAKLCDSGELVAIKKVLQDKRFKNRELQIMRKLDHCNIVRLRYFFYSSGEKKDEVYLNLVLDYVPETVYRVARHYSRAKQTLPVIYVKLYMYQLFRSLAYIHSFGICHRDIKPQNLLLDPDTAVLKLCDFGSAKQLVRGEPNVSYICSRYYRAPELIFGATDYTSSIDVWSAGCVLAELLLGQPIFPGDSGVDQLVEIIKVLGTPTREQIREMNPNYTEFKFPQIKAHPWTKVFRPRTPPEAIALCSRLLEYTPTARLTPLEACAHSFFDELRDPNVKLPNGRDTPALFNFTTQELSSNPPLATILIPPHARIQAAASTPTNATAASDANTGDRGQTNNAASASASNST
#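 Assay system: GST-tagged human GSK3beta kinase, cell-free; Input: 1.6 ng GSK3beta; Medium: Tris/MgCl2 kinase buffer; Timing: 60 min enzyme reaction, room temperature; Signal: ADP-Glo luminescence quantifying ADP generated by kinase; Evaluation: score relative to plate controls; Benchmarks: DMSO neutral wells and GW8510 at 20 µM as positive.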
# GSK3A inh = inhibitors of human GSK-3 alpha kinase; inhibition, % at 10 µM; 320,000 compounds, 0.1% hits; AID 2650; ADP-Glo luminescence, 60 min;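 in the data active = inhibition above about 50%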;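 also: GST-tagged GSK-3 alpha with peptide substrate and 25 µM ATP; 0% = DMSO neutral wells and 100% = GW8510 positive control wells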
# Target sequence (P49840 whole entry, looked up): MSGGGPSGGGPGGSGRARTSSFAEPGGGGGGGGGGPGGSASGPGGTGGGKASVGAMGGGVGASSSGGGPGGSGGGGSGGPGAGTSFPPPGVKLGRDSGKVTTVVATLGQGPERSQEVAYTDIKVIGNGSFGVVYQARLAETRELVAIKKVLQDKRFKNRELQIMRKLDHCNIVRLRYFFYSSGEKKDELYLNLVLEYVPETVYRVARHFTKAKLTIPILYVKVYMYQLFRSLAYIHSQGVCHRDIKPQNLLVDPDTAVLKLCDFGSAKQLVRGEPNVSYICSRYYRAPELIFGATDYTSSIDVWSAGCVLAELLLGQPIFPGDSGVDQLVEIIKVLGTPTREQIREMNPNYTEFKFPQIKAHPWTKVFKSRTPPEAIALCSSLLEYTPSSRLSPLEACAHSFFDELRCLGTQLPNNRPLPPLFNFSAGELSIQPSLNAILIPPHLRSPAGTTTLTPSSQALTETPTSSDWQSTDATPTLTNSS
# Platelet DG rel = modulates dense granule release in human platelets. human platelet-rich plasma, SFLLRN dense granule ATP release, luminescence. inhibition, %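 (compounds screened at 7.5 µM in platelet-rich plasma)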. 300,000 compounds, 0.22% hits;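 active = mean replicate score, as percent of positive control, at or above 50; inconclusive = mean below 50 but at least one replicate at or above 50; inactive = mean and every replicate below 50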
# * marks the source's active call; other numbers are inactive results; i = inactive; ? = inconclusive; / = no result given. Not all compounds are listed; count on the stated rates, not on these rows.
item	SMILES	HSF1 inhib	HSF1 activator	HSP90 refold inh	DYRK1A inh	PolyA inhibitor	AI-2 QS modul	HDAC3 inhib	GSK3beta inhib	GSK3A inh	Platelet DG rel
1	COc1nc(C)cc(C)c1S(=O)(=O)c1ccc(Cl)cc1	3	14	1	-2	i	-1	-4	2	0	10
2	Cc1cccc(NC(=O)C2CCN(S(=O)(=O)c3ccc4c(c3)C(C)(C)C(=O)N4C)CC2)c1C	5	11	2	3	i	2	-2	-2	-3	-10
3	O=[N+]([O-])c1cccc(S(=O)(=O)N2CCCC2)c1	-2	-2	1	3	i	29	-2	2	0	0
4	CCOC(=O)N1CCN(S(=O)(=O)c2ccc(C(=O)Nc3nnc(C4CC4)o3)cc2)CC1	-3	7	2	-4	i	14	3	-1	-1	18
5	Cc1ccc(C)c(-c2nnc(OCC(=O)Nc3cc(C)on3)c3ccccc23)c1	-7	3	-2	0	i	21	2	0	-1	/
6	CCCSc1nc2c(c(=O)n1-c1ccc(OCC)cc1)SCC2	-4	21	3	-5	i	11	5	-1	-3	2
7	O=C(Nc1ccccc1)c1ccc(-c2ccccc2)s1	19	13	3	-5	i	32	-3	2	-2	17
8	O=C(Nc1ccc(-c2ccc(N3CCCCC3)nn2)cc1)c1ccco1	7	-6	/	2	i	25	-2	-1	-1	30
9	O=Cc1cccc(OCc2cccc3ccccc23)c1	9	18	-4	2	i	-2	1	0	-1	-3
10	COC(=O)Nc1ccc(SCC(=O)c2ccccc2)cc1	4	23	2	2	i	-11	-1	-3	1	-7
11	CCOc1ccccc1Nc1nc(N)nc(CSc2nccc(C)n2)n1	-15	-37	2	-47	i	28	2	-3	-1	-10
12	S=c1[nH]nc(-c2ccc(Cl)cc2Cl)n1-c1ccccc1	15	24	-4	11	i	-18	-3	-3	-2	7
13	COc1ccc(C2C(C(C)=O)=C(O)C(=O)N2c2ccc(O)cc2)cc1 (stereo not drawn)	2	6	-5	/	i	17	-2	0	-1	5
14	CC1(C)Cc2c(cnn2-c2ccccc2)C(=O)/C1=N\NC(=O)c1ccccc1	11	18	3	7	i	1	4	2	-4	3
15	O=c1c(-c2ccccc2)[n+]([O-])c2ccccc2n1O	-2	16	-3	-2	i	7	1	0	3	3
16	COc1ccc(-c2ccc(F)cc2)cc1[C@H]1[C@H]2C=CC[C@@H](C)[C@@H]2C(=O)N1Cc1ccccc1	-12	-26	/	4	i	15	3	0	-1	-3
17	Cc1ccc(C(=O)N/N=C(/CC(=O)c2cccs2)C(F)(F)F)cc1	0	0	-2	9	i	9	7	-2	-2	1
18	Cn1cc(CCC(=O)N2CCCC(C(=O)c3ccc(C(C)(C)C)cc3)C2)cn1 (stereo not drawn)	0	-11	0	1	i	23	-9	-2	-2	8
19	CC(C)C1Oc2ccccc2N(CC(=O)N(Cc2ccncc2)Cc2ccco2)C1=O (stereo not drawn)	-3	0	1	3	i	8	-1	1	1	-3
20	Cc1ccccc1OCC(=O)NNC(=O)CCc1ccccc1	-10	3	0	5	i	17	3	4	/	9
21	O=C(/C=C/NNC(=O)c1ccccc1)c1ccc(Br)cc1	24	60*	-4	1	i	9	-7	2	0	1
22	O=C(NCc1ccco1)c1cc2ccccc2c(=O)o1	1	-13	3	3	i	5	4	3	-2	32
23	C=CCSc1nnc(N2C(=O)C(O)=C(C(=O)c3ccco3)C2c2ccccc2F)s1 (stereo not drawn)	3	0	-4	1	i	21	9	5	-3	4
24	Cc1ccc(C)c(C(=O)OCC(=O)Nc2ccc(N3CCOCC3)cc2)c1	2	31	5	7	i	6	11	1	-5	4
25	COc1ccc(CCNC(=O)CCC(=O)N2CCOc3ccccc32)cc1OC	-6	-20	-6	-2	i	4	2	1	-1	12
26	CCc1cc2c(=O)c(-c3ccon3)c(N)oc2cc1OC	-17	-27	0	-4	i	4	3	-2	-3	1
27	Clc1ccc(-c2nnc(-c3ccccc3)c(-c3c[nH]c4ccccc34)n2)cc1	-5	-20	3	1	i	10	0	2	-2	3
28	Cc1ccc(N2CC(C(=O)NCc3ccc(C)n3C)CC2=O)cc1 (stereo not drawn)	-4	4	2	-4	i	12	-6	1	-3	-3
29	CCOC(=O)C1=C(CNCc2ccccc2Cl)NC(=O)NC1c1cccc([N+](=O)[O-])c1 (stereo not drawn)	14	12	16	-3	i	20	4	2	0	?
30	CC(=O)Nc1nc2c(C)c(Cl)ccc2s1	5	-9	1	15	i	11	1	-4	0	4
31	COc1ccc(Cl)cc1NC(=O)c1ccco1	-5	2	-1	3	i	16	11	4	-1	1
32	CCc1noc(C)c1C(=O)N(C)CC(=O)Nc1ccc(OC)cc1	-7	-1	/	-6	i	9	0	-5	-2	2
33	CC(=O)c1cccc(OCc2cc(C(=O)N(C)Cc3ccc(C)o3)no2)c1	13	31	-1	2	i	-72	4	-1	0	3
34	CCCOc1c(Cl)cc(C(=O)Nc2ccc3c(c2)OCO3)cc1OCC	-21	-38	1	5	i	34	?	2	-1	-1
35	CCC(CO)NCCNC(CC)CO (stereo not drawn)	10	9	-1	7	i	17	-2	3	-5	7
36	CC(=O)c1ccc(S(=O)(=O)NCc2nnnn2-c2ccccc2)cc1	6	36	2	-6	i	15	-4	2	-2	-10
37	COCCN1C(=O)C(=O)/C(=C(/O)c2ccc(S(=O)(=O)N3CCOCC3)cc2)C1c1cccc([N+](=O)[O-])c1 (stereo not drawn)	0	5	-7	5	i	29	-7	-1	-1	5
38	Cc1nc(=O)c(-c2ccccc2)c(C)n1-c1ccc(S(N)(=O)=O)cc1	1	-6	0	3	i	27	2	-2	0	3
39	COC(=O)C1=CO[C@@H](O[C@@H]2OC(CO)[C@@H](O)[C@@H](O)[C@@H]2O)C2C1CC[C@]2(C)O (stereo partly drawn)	1	-5	/	25	i	-13	3	1	2	1
40	O=C1CCCc2c1nc(-c1ccccc1F)n2O	-1	29	-3	0	i	2	1	7	-1	-16
41	Cc1ccc(CNc2ncnc3cc(Cl)ccc23)cc1	2	-4	1	-1	i	-44	1	-2	1	4
42	Cn1c(O)c(N=Nc2ccccc2)c2ccccc21	2	5	1	5	i	5	-1	2	-2	2
43	NC(=O)COC(=O)c1cc(=O)[nH]c2ccc(S(=O)(=O)Nc3ccc(F)cc3)cc12	2	14	4	-1	i	/	-1	/	1	-2
44	COc1ccccc1OCCCCn1c(C(C)O)nc2ccccc21 (stereo not drawn)	-6	3	-5	-3	i	13	?	5	-3	-4
45	S=C(NCc1cccnc1)c1ccccc1	2	10	19*	4	i	-16	1	-2	-1	-6
46	Cc1cc(C(=O)OCC(=O)Nc2cccc(S(N)(=O)=O)c2)c2ccccc2n1	1	-6	-3	15	i	34	1	-4	2	3
47	Cc1onc(-c2c(F)cccc2Cl)c1C(=O)Nc1nc2c(s1)CCCC2	3	-8	1	5	i	25	-3	1	-2	8
48	CCn1nnnc1Oc1ccc(Cl)cc1	-7	4	2	-6	i	45	-5	-1	1	-5
49	CC12CCC(C(=O)N/N=C/c3ccc(O)cc3O)(OC1=O)C2(C)C (stereo not drawn)	-3	-1	1	-2	i	43	/	2	/	0
50	O=c1[nH]c2ccccc2c(O)c1-c1cc2ccccc2oc1=O	1	11	0	/	i	18	-3	2	2	0

# (listing goes on)
item	SMILES	HSF1 inhib	HSF1 activator	HSP90 refold inh	DYRK1A inh	PolyA inhibitor	AI-2 QS modul	HDAC3 inhib	GSK3beta inhib	GSK3A inh	Platelet DG rel
51	CCOC(=O)N1CCN(c2cc(=O)n(-c3ccc(OC)cc3)c(=O)[nH]2)CC1	/	/	4	-9	/	/	5	/	-2	/
52	CCCCNC(=O)c1sc2ncnc(N3CCc4ccccc4C3)c2c1C	-1	2	0	9	i	25	4	-3	/	-5
53	Cc1ccc(NC(=O)c2cc3c(=O)oc4ccc(C)cc4c3s2)nc1	-5	-14	0	/	i	9	-6	4	-3	4
54	NNC(=O)/C=C/c1ccc(Cl)cc1Cl	2	21	0	5	i	8	6	-3	/	-3
55	CN(C)S(=O)(=O)c1ccc(N)c([N+](=O)[O-])c1	-11	-1	-2	1	i	-2	0	-1	-3	2
56	CC(C)(C)c1ccc(C(=O)Nc2ccc(C(=O)NCc3cccnc3)cc2)cc1	-2	0	5	-3	i	12	3	0	-1	-27
57	Cn1c(=O)c2c(nc(N/N=C/c3ccc(OC(=O)c4ccco4)cc3)n2Cc2ccccc2)n(C)c1=O	5	6	-3	0	i	12	-1	-6	-2	12
58	CCN(CC)c1cc(Cl)c2nonc2c1N	9	15	1	-7	i	15	4	0	-2	13
59	CCOC(=O)/C(N=Nc1ccc(Cl)cc1)=C(/O)c1ccc([N+](=O)[O-])cc1	-1	-16	0	-2	i	26	-8	-3	0	-3
60	CCOc1ccc(S(=O)(=O)NCCC(=O)OC(C)C(=O)N2CCc3ccccc32)cc1 (stereo not drawn)	15	56*	-3	6	i	2	7	0	0	-1
61	Cc1ccc(Sc2ncccc2COC(=O)Nc2c(C)cccc2C)cc1	22	41	0	-2	i	7	12	0	-4	10
62	O=C(CSc1ncc(-c2ccccc2)n1C1CCCC1)N1CCc2ccccc21	2	-5	-1	/	i	14	2	2	-5	7
63	COc1ccc(NS(=O)(=O)c2cccc(Cl)c2)cc1S(=O)(=O)N1CCCCC1	14	-1	1	-1	i	13	3	1	0	-2
64	COCCNC(=O)c1cc(OC)c(OC)cc1[N+](=O)[O-]	-3	6	-3	-1	i	4	0	0	-3	11
65	CCc1nc(CNC(=O)C2CCC(=O)N(Cc3ccccc3F)C2)no1 (stereo not drawn)	-5	4	3	-1	i	7	/	-2	/	0
66	COC(=O)c1ccc2c(=O)n(CCCCCC(=O)O)c(=S)[nH]c2c1	-23	-33	13	-5	i	-4	3	-4	-1	-9
67	CNC(=O)c1ccc(-c2nc(-c3ccccc3)cs2)cc1	17	26	3	6	i	10	-2	0	-3	0
68	CCCNc1c(NC(=O)COc2ccc(Cl)cc2)c(=O)oc2ccccc12	8	13	-5	3	i	28	4	-1	-4	-3
69	Cc1cccc(Nc2nnc(SCC(=O)NC3CCCc4ccccc43)s2)c1C (stereo not drawn)	11	28	3	-2	i	14	5	5	0	-4
70	COC(=O)CSc1nsc(SCC(=O)OC)n1	0	-8	4	2	i	14	3	0	-1	9
71	O=C1c2ccccc2NC(c2ccc([N+](=O)[O-])cc2)N1O (stereo not drawn)	-4	-8	3	0	i	16	0	-3	-4	-1
72	Clc1ccc2c(c1)C1=C(C(c3ccncc3)O2)C(c2ccc(Br)cc2)n2ncnc2N1 (stereo not drawn)	-11	-14	-1	-2	i	34	-2	1	-6	3

# Source: PubChem BioAssay (several laboratories)
